human PMI inhibition – inhibitors of human PMI, primary screen, biochemical, fluorescence intensity, coupled assay (AID 1209) | inhibition, % at 20 µM; hits with a dose series show IC50 in µM | hit rate 0.42% among 190,000 | purified PMI enzyme, coupled fluorescence intensity; higher % means a stronger effect | Mannose-6-phosphate isomerase (Homo sapiens);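 note: plate controls were DMSO vehicle for no effect and wells lacking substrate for full effect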
P. falciparum M1AAP – P. falciparum M1AAP inhibitors, biochemical, fluorogenic H-Leu-NHMec substrate, 1536-well (AID 1445). hit rate 0.42% among 220,000. inhibition, % at 30 µM; hits with a dose series show IC50 in µM. Aminopeptidase N (Plasmodium falciparum (isolate 3D7)). recombinant M1AAP, H-Leu-NHMec fluorogenic kinetic assay; higher % means a stronger effect;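 active = primary inhibition above the hit cutoff, then over 50% inhibition at one or more dose response concentrations, cut at about 23% in these data, passing the limit was not always enough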;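 note: plate controls were DMSO full reaction for no effect and no enzyme background for full effect; strong numbers were not always called active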
XIAP antagonists – XIAP antagonists, biochemical, IAP family, fluorescence polarization (AID 1018); XIAP BIR domain, fluorescence polarization peptide displacement; higher % means a stronger effect; one-dose displacement, % at 20 µM; IC50 in µM for titrated hits; hit rate 0.007% among 200,000; in the data active = displacement above about 50%; note: a part of the inactive calls stands beside numbers as strong as those of hits
PMI inhibition – human PMI inhibitors, high substrate, primary screen, biochemical, fluorescence intensity, high mannose 6-phosphate (AID 1220) | hit rate 0.66% among 190,000 | recombinant PMI enzyme, coupled fluorescence intensity; higher % means a stronger effect | Mannose-6-phosphate isomerase (Homo sapiens) | inhibition, % at 20 µM; hits with a dose series show IC50 in µM
ER stress rescue – rescue of cells from ER stress-induced death, primary screen, 384-well, CSM14.1, thapsigargin, ATP luminescence (AID 1222); CSM14.1 thapsigargin-induced death rescue, ATP luminescence; higher % means a stronger effect; one-dose cellular ATP content (survival), % at 20 µM; EC50 in µM for titrated hits; 190,000 tested, under 10 active;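 active = EC50 below 50 µM in the dose-response confirmation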;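 note: death triggered by thapsigargin at about 15 µM added after 2 h compound pretreatment; cell ATP read after overnight thapsigargin exposure of roughly 18 to 22 hours; normalized against plate controls of thapsigargin alone and 5% DMSO vehicle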
LYP phosphatase – inhibitors of LYP phosphatase, biochemical, fluorescence intensity, uHTS (AID 1779); hit rate 0.054% among 290,000; recombinant LYP phosphatase, fluorescence intensity; higher % means a stronger effect; inhibition, % at 11.5 µM; hits with a dose series show IC50 in µM; Tyrosine-protein phosphatase non-receptor type 22 (Homo sapiens);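 note: plate controls were vehicle with enzyme for no effect and no enzyme for full effect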
Myeloid diff MLP – induction of myeloid progenitor differentiation, primary screen, cell-based, flow cytometry, MLPCN library; ER-HoxA9 myeloid progenitors, lysozyme-GFP differentiation; calls only at 10 µM; hit rate 1% among 360,000; AID 624256, 2012;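 active = normalized GFP-positive differentiation at or above the plate's own cutoff, the solvent-only control mean plus 3 SD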;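 note: cells exposed to compound for four days before flow analysis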
M17LAP inhibition – P. falciparum M17LAP inhibitors, primary screen, biochemical, fluorogenic H-Leu-NHMec substrate, 1536-well (AID 1619); Leucine aminopeptidase (Plasmodium falciparum (isolate 3D7)); recombinant M17LAP, H-Leu-NHMec fluorogenic kinetic assay; higher % means a stronger effect; inhibition, % at 30 µM; hits with a dose series show IC50 in µM; hit rate 0.38% among 220,000;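 active = compound inhibiting the enzyme by more than half at any dose during confirmatory dose-response retesting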;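 note: plate controls were full reaction with DMSO carrier for no effect and no enzyme background for full effect; strong numbers were not always called active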
TNAP activators – human TNAP enzyme activators, primary screen, biochemical, luminescent, no phosphate acceptor, uHTS (AID 1001); purified TNAP, luminescent activation assay, no phosphate acceptor; higher activation fold means a stronger effect; one-dose activation fold at 20 µM; EC50 in µM for titrated hits; hit rate 0.03% among 200,000; in the data active = activation fold from about 3, or a potency from the dose series; inactive = the rest, 99 in 100 with activation fold below about 1.6; note: many of its hits are not listed in these tables
Myeloid diff MLP GFP+ MAC1+ % – recorded beside Myeloid diff MLP, whose call it bears; GFP+ MAC1+ double positive, %; measured here: differentiation confirmed by MAC1 staining
* marks the source's active call; other numbers are inactive results; i = inactive; nt = not tested or not shown; + = active, no number. Cut-off read from the data, not from the text of the source, unless noted: active = inhibition above about 50%; inactive = the rest.

Results follow in this order: human PMI inhibition	P. falciparum M1AAP	XIAP antagonists	PMI inhibition	ER stress rescue	LYP phosphatase	Myeloid diff MLP	Myeloid diff MLP GFP+ MAC1+ %	M17LAP inhibition	TNAP activators
- COc1ccccc1-c1n[nH]c(=S)o1
  10%	9%	-4.2%	-8%	nt	0%	i	0.7	13%	1.1
- O=c1[nH]n(-c2ccc(Cl)cc2)c(=O)c(Cl)c1Cl
  -1%	6%	-5.0%	-8%	-1.4%	-6%	i	1.0	-10%	1.1
- O=C(O)C1CCN(C(=O)COc2ccc(Br)cc2)CC1
  4%	-2%	-3.6%	1%	-0.1%	-1%	i	0.5	0%	1
- CCN(CC)S(=O)(=O)c1cc(F)ccc1OC
  2%	-2%	-3.1%	11%	1.5%	-4%	i	1.3	-5%	1.1
- Cc1cn2nc(N)c3ccccc3c2n1
  2%	0%	-2.6%	1%	-0.2%	-4%	i	0.2	-9%	1.2
- CN1CCN(C2=C(Cl)C(=O)N(c3ccc(Cl)c(Cl)c3)C2=O)CC1
  -4%	-5%	-0.1%	-3%	-0.8%	-10%	i	0.7	55%	1.2
- O=C(O)CC(SCC(=O)Nc1ccccc1)C(=O)O (stereo not drawn)
  -2%	2%	-4.7%	9%	-0.8%	-8%	i	0.3	-1%	1.1
- CS(=O)(=O)N1CCC(C(=O)NCc2ccc3c(c2)OCO3)CC1
  4%	21%	-5.7%	4%	-2.7%	-7%	i	0.2	21%	1.1
- Cn1c(N)c(C(=O)NCc2ccccc2Cl)sc1=S
  11%	14%	-6.1%	5%	-1.5%	2%	i	1.1	11%	1
- O=C(NC(NCC1CCCO1)C(Cl)(Cl)Cl)c1cccc2ccccc12 (stereo not drawn)
  10%	5%	1.1%	13%	-2.4%	-2%	i	1.1	-2%	1.1
- O=C(O)C1CC=CCC1C(=O)NC1CCCCC1 (stereo not drawn)
  nt	2%	-4.0%	nt	2.4%	-6%	i	0.4	35%	1.1
- Cc1nnc2sc(SCc3ccc(Cl)cc3)nn2c1=O
  3%	-1%	-7.7%	-10%	-1.1%	3%	i	1.4	-4%	1.2
- NC(=O)COC(=O)c1ccc(Cl)c(S(=O)(=O)N(Cc2ccccc2)c2ccc(Cl)cc2)c1
  17%	16%	3.7%	16%	-3.3%	7%	i	0.5	5%	1.1
- CN(C)S(=O)(=O)c1cccc(NC(=O)COC(=O)c2cc3ccccc3oc2=O)c1
  nt	-3%	nt	nt	nt	-1%	i	0.6	-8%	nt
- CC(=O)N(Cc1ccc2c(c1)OCO2)C1CC(=O)N(CCc2ccccc2)C1=O (stereo not drawn)
  0%	-8%	-1.8%	8%	nt	2%	i	0.4	3%	1.1
- C(=C/c1nccc2c1[nH]c1ccccc12)/c1ccc2c(c1)OCO2
  5%	14%	-2.6%	1%	-1.0%	-12%	+	5.6*	-2%	1.1
- CN1CCN(S(=O)(=O)c2ccc(NC(=O)c3ccc(F)cc3)cc2)CC1
  7%	7%	0.3%	3%	-1.7%	-7%	i	0.9	0%	1.1
- CC1=NN(C(=S)Nc2ccccc2)C(C)(C)C1
  13%	1%	-3.3%	8%	-1.0%	-4%	i	0.1	14%	1
- Nc1ccc2nc(SCc3ccccc3F)sc2c1
  nt	2%	nt	nt	nt	-4%	i	0.5	4%	nt
- Cc1ccc(N2C(=O)CSC2c2ccc3c(c2)OCO3)cc1 (stereo not drawn)
  -1%	-1%	-6.1%	-2%	0.8%	-5%	i	0.2	2%	1.1
- COCCSc1nnc(NS(=O)(=O)c2ccccc2)s1
  -12%	0%	-3.3%	-26%	-1.3%	0%	i	0.2	-5%	1.1
- CCOC(=O)C1=C(C)NC(SC)=NC1c1ccc(OC)cc1 (stereo not drawn)
  -54%	-2%	-9.2%	-130%	-0.6%	-5%	i	0.5	12%	1.1
- O=C(NNC(=O)c1ccc2c(c1)OCO2)NC1CCCCC1
  -6%	5%	-0.2%	-14%	-2.2%	-9%	i	1.2	9%	1.1
- Cc1cc(NC(=O)CSc2nnc(-c3ccc4c(c3)OCCO4)o2)no1
  -9%	-3%	-3.1%	7%	0.2%	-8%	i	0.8	10%	1.1
- Cn1cccc1/C=N/NC(=O)Cn1cnc2ccccc21
  1%	0%	-4.4%	3%	-3.0%	-4%	i	0.8	35%	1
- CC1(C)C(=O)Nc2ccccc2N1C(=O)CSc1nnc2ccccn12
  0%	5%	5.8%	0%	-1.7%	3%	i	0.4	-10%	1
- CC(=O)N1CCCc2cc(S(=O)(=O)CCC(=O)N3CCN(c4ccccc4)CC3)ccc21
  10%	0%	-3.4%	4%	-1.7%	-5%	i	2.5	-3%	1.2
- COc1ccc(-c2nnc(SCC(=O)N/N=C/c3ccccc3C(=O)O)n2-c2ccc(Cl)cc2)cc1
  nt	10%	nt	nt	nt	6%	i	0.2	3%	nt
- O=C1CCCC(=O)N1c1ccc(O)cc1
  nt	12%	1.0%	nt	-0.1%	-9%	i	0.8	8%	1.1
- O=C(/C=C/c1ccccc1O)c1ccc(Cl)cc1
  27%	-1%	-5.3%	20%	0.4%	1%	i	0.1	-4%	0.9
- Cc1cc2sc3ccccc3c(=O)c2c(C)c1O
  -36%	3%	-3.7%	-21%	-1.4%	-1%	i	0.7	8%	1
- O=c1cc(-c2ccccc2)c2cc3c(cc2[nH]1)OCCO3
  1%	-1%	-4.7%	-1%	1.7%	-2%	i	0.0	-4%	1.1
- N#CC1=C(N)C(C#N)(C#N)[C@H](c2c(F)cccc2F)[C@H]2CC3(CC=C12)OCCO3
  -17%	14%	-1.0%	48%	-2.6%	8%	i	3.1	27%	0.9
- COc1ccc(NC(=O)C(c2ccccc2)N(C)C(=O)CNC(C)=O)cc1 (stereo not drawn)
  -1%	4%	-2.6%	-6%	-1.1%	4%	i	1.9	-1%	1
- CCOC(=O)NCc1ccc2c(c1)cc(C)n2C
  -7%	4%	-5.1%	0%	-1.0%	-10%	i	0.5	5%	1
- O=C(NC1CCCCC1)c1cc([N+](=O)[O-])ccc1N1CCOCC1
  -2%	6%	-1.8%	-2%	-0.9%	-5%	i	6.3	15%	1
- COc1ccc(N=C2SC(CC(=O)Nc3ccccc3)C(=O)N2CC2CCCO2)cc1 (stereo not drawn)
  10%	8%	-4.3%	12%	-1.3%	-2%	i	0.9	19%	1.1
- CN1/C(=C/C(=O)CSc2ccccc2C(=O)O)C(C)(C)c2ccccc21
  nt	10%	nt	nt	nt	-6%	+	0.6*	11%	nt
- CCc1cc2c(=O)[nH]c(Cc3ccc(OC)cc3)nc2s1
  2%	3%	-1.7%	4%	1.7%	-3%	i	0.8	11%	1
- Cc1ccc(-n2nc(N)c3c(=O)oc(N(C)C)nc32)cc1
  -10%	0%	-4.6%	-2%	2.3%	6%	i	0.7	-1%	1
- COc1ccc2c(c1)Sc1ccccc1N2CCN(C)C
  12%	10%	-6.9%	9%	nt	-1%	i	0.8	7%	1.1
- COc1cccc(C2C3=C(N=c4s/c(=C\c5cccc(O)c5)c(=O)n42)c2ccccc2CC3)c1OC (stereo not drawn)
  19%	3%	-16%	21%	-1.9%	12%	i	0.2	17%	0.9
- CCOC(=O)c1ccc(NC(=O)Nc2ccn(C)n2)cc1
  8%	7%	2.7%	13%	-4.1%	-2%	+	44*	1%	1
- COc1cccc(C(=O)CN2CCN(S(=O)(=O)c3ccc(Br)cc3)CC2)c1
  -27%	4%	-3.8%	-53%	-0.1%	0%	i	0.4	5%	1.1
- CC(=O)c1ccc(N2CCN(C(=O)COc3ccc(F)cc3)CC2)c(F)c1
  2%	9%	0.1%	8%	nt	-8%	i	0.7	23%	1.1

Rewritten with bars between the fields: two of the compounds above
SMILES | human PMI inhibition | P. falciparum M1AAP | XIAP antagonists | PMI inhibition | ER stress rescue | LYP phosphatase | Myeloid diff MLP | Myeloid diff MLP GFP+ MAC1+ % | M17LAP inhibition | TNAP activators
O=c1cc(-c2ccccc2)c2cc3c(cc2[nH]1)OCCO3 | 1% | -1% | -4.7% | -1% | 1.7% | -2% | i | 0.0 | -4% | 1.1
N#CC1=C(N)C(C#N)(C#N)[C@H](c2c(F)cccc2F)[C@H]2CC3(CC=C12)OCCO3 | -17% | 14% | -1.0% | 48% | -2.6% | 8% | i | 3.1 | 27% | 0.9

Some values from the list:
COc1ccc(N=C2SC(CC(=O)Nc3ccccc3)C(=O)N2CC2CCCO2)cc1 (stereo not drawn) | Myeloid diff MLP GFP+ MAC1+ % = 0.9
O=C(NC1CCCCC1)c1cc([N+](=O)[O-])ccc1N1CCOCC1 | TNAP activators = 1
CN1/C(=C/C(=O)CSc2ccccc2C(=O)O)C(C)(C)c2ccccc21 | Myeloid diff MLP GFP+ MAC1+ % = 0.6*

More compounds.
Results follow in this order: human PMI inhibition	P. falciparum M1AAP	XIAP antagonists	PMI inhibition	ER stress rescue	LYP phosphatase	Myeloid diff MLP	Myeloid diff MLP GFP+ MAC1+ %	M17LAP inhibition	TNAP activators
- CCO[C@@H]1OC(C(N)=O)=C[C@H](C2CCCCC2)[C@H]1CCCO
  nt	3%	nt	nt	nt	-5%	i	1.5	10%	nt
- Cc1cc(C(=O)COC(=O)C2CCN(C(=O)c3ccc(Cl)cc3)CC2)c(C)n1CC1CCCO1 (stereo not drawn)
  -5%	3%	-7.0%	10%	2.9%	-1%	i	0.2	-9%	1.1
- CCOc1ccccc1N(C(=O)Nc1cccc(Cl)c1)C1=NC(C)CS1 (stereo not drawn)
  5%	0%	1.4%	8%	6.7%	-2%	i	0.5	6%	1.1
- O=C(Nc1ccnc(-c2cccnc2)n1)c1ccccc1Cl
  9%	0%	-19%	7%	-1.2%	-7%	i	0.8	-10%	1.1
- CC1=C[C@H]2OC(=O)[C@@H](C)[C@H]2C[C@@H]2[C@H]1C[C@@H](O)[C@@]2(C)O
  nt	-7%	nt	nt	nt	-7%	i	1.4	-8%	nt
- COc1ccc(C2Nc3ccccc3C(=O)N2Cc2ccco2)cc1COc1ccccc1F (stereo not drawn)
  6%	-7%	-8.9%	11%	-1.1%	2%	i	1.2	-10%	1
- N#CC(C(=O)NC1CCCCC1)c1nc2ccccc2nc1N1CCN(c2ccc(F)cc2)CC1 (stereo not drawn)
  7%	-4%	-5.8%	0%	-4.6%	7%	nt	nt	-5%	0.9
- COc1cc(OC)c(NC(=O)c2ccc3c(SCC(=O)O)c4c(nc3c2)CCCC4)cc1Cl
  -39%	32µM*	-5.1%	-23%	0.9%	4%	i	0.4	48%	1.1
- Nc1cc(=O)[nH]c(SCC(=O)Nc2ccc(Cl)c(Cl)c2)n1
  19%	11%	-5.5%	7%	-1.1%	-2%	i	1.2	30%	1
